High-throughput results as filed in PubChem BioAssay.
Lmaj promast – reduces viability of Leishmania major promastigotes; resazurin fluorescence viability; inhibition, % at 10 µM; 9% of 200,000 active; in the data active means inhibition above about 50%;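 further: promastigotes grown with compound for 44 hours at 28 °C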
RAM network inh – yeast RAM network inhibition. S. cerevisiae dse1pr::URA3 reporter, 5-FOA growth OD615, 2 d; analog-sensitive cbk1-as2 kinase mutant strain. inhibition, % at 50 µM. 1.8% of 190,000 active;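 active means inhibition above a set limit, 3 SD over mean compound inhibition, cut at about 8.4% in these data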;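 further: 0% = DMSO-only wells with no growth and 100% = 10 µM 1-NA-PP1 full growth; inhibition rescues growth on 5-FOA so higher OD means more RAM inhibition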
PMI act – increases human mannose-6-phosphate isomerase activity | P34949 | activation factor at 20 µM | purified human PMI, coupled resazurin fluorescence, 20 min; hits give high values; 1 = vehicle control, 0 substrate-free wells | 0.005% of 190,000 active;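 active means activation factor of 2 or more at 20 µM, relative to plate controls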
Hsp70 act – transcriptional activators of Hsp70 | 0.04% of 200,000 active | HeLa Hsp70 promoter luciferase reporter, luminescence; scaled: vehicle 0, proteasome-inhibitor control 100% | activation, % at 10 µM;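 active means activation above the mean across all tested compounds plus 3 SD, cutoff set per campaign, cut at about 5.5% in these data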;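 further: 100% = MG132 at 30 µM as the positive control and 0% = DMSO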
TNAP inh noacc – TNAP (human) inhibition, acceptor-free conditions. P05186. purified TNAP, CDP-star luminescence, 30 min. AID 1012. 0.26% of 200,000 active. inhibition, % at 20 µM;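 active means tissue-nonspecific alkaline phosphatase inhibition above about 50% at 20 µM in the single-dose screen, limit read from the data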;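 further: 0% = DMSO negative control and 100% = EDTA positive control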
Target sequence (P05186 whole entry, looked up): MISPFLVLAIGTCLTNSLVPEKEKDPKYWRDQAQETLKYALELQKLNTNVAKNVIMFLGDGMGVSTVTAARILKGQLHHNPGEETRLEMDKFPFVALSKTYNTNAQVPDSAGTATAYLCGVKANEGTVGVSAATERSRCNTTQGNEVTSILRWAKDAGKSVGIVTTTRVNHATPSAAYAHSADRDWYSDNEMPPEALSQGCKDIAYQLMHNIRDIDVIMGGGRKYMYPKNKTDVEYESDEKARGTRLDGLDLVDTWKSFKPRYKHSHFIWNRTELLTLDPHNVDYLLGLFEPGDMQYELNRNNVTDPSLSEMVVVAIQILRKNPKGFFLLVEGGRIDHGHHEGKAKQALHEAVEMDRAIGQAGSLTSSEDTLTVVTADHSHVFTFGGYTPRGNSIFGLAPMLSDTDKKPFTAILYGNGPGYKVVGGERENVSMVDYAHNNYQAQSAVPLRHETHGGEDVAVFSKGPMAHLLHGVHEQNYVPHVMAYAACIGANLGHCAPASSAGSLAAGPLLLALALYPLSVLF
Redox H2O2 prof – compounds producing H2O2 with reducing agent – biochemical, NIH compound library profiling, artefact control for MLSCN library redox annotation, primary screen. 0.03% of 200,000 active. DTT-dependent redox cycling H2O2, phenol red/HRP absorbance; 100% = 100 µM peroxide control, 0% = buffer. activation, % at 10 µM;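 active means activation of at least 50% relative to the plate's high and low controls in the primary single-dose screen; inactive means activation below 50%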;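 further: compound incubated with DTT at 0.8 mM final as the reducing agent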
PMI act hi M6P – activators of human phosphomannose isomerase at near-saturating mannose 6-phosphate; AID 1216; P34949; 0.34% of 190,000 active; activation factor at 20 µM; coupled PMI enzyme assay, resazurin fluorescence, 20 min; hits give high values; 1 = untreated enzyme, 0 = substrate-free blank;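 active means activation factor of 2 or more at 20 µM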
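Test system – human PMI in coupled enzyme assay · Timing – 20 min incubation at room temperature · Detection – Diaphorase-driven resazurin-to-resorufin fluorescence, excitation 544, emission 590 nm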
TNAP inh hiacc – TNAP (human) inhibition, high acceptor; AID 1135; inhibition, % at 20 µM; purified TNAP, CDP-star luminescence, 1 M DEA; 0.03% of 200,000 active;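 active means over 50% inhibition of tissue-nonspecific alkaline phosphatase at 20 µM in the single-dose screen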;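 further: plate controls were DMSO wells for no effect and EDTA-quenched wells as full inhibition for full effect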
HMGR II inh – inhibitors of class II HMG-CoA reductase from Enterococcus faecalis | purified E. faecalis HMGR, NADPH absorbance 340 nm kinetic | inhibition, % at 10 µM | 0.41% of 190,000 active;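 active means inhibition above a set limit, the median over all tested compounds plus 3 SD, cut at about 9.5% in these data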;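 further: enzyme runs in reverse so mevalonate oxidation gives rising NADPH absorbance; 0% = complete reaction with DMSO and 100% = background rate lacking mevalonate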
S1P3 antagonist – S1P3 (human) receptor antagonism; Q99500; CHO S1P3 NFAT-BLA reporter, FRET fluorescence, antagonist mode; inhibition, % at 4.98 µM; 0.27% of 170,000 active; AID 485;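 active means inhibition above the plate cutoff, the mean inhibition of test wells on that plate plus 3 SD, cut at about 28% in these data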;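 further: cells challenged with S1P at its EC80 of 0.8 µM; blue over green emission ratio from cleaved BLA substrate after 4 h stimulation; 0% = S1P-stimulated wells and 100% = unstimulated DMSO-only wells; some compounds past the cut are filed as inactive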
Target sequence (Q99500 whole entry, looked up): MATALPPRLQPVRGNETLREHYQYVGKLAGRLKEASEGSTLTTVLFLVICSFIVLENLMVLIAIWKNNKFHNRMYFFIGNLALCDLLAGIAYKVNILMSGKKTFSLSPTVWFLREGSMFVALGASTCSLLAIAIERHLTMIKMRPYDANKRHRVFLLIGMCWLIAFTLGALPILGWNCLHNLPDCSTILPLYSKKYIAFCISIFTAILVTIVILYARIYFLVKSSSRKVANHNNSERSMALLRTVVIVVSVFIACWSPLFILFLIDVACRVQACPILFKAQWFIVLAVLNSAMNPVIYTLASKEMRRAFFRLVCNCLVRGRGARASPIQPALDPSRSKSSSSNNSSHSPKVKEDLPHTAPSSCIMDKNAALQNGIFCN
* marks the source's active call; other numbers are inactive results; x = not tested or not shown.

| Compound | Lmaj promast | PMI act hi M6P | PMI act | S1P3 antagonist | Hsp70 act | TNAP inh noacc | TNAP inh hiacc | HMGR II inh | RAM network inh | Redox H2O2 prof |
| --- | --- | --- | --- | --- | --- | --- | --- | --- | --- | --- |
| CCOC(=O)Cc1cnc(NC(=O)NC(C(=O)OCC)(c2ccccc2)C(F)(F)F)s1 (stereo unspecified) | -4.9 | 0.8 | 0.8 | 3.6 | 0.0 | -12.7 | -6.4 | 1.4 | 1.9 | 0.9 |
| Cc1ccc(OCCC(=O)Nc2ccc(F)c(F)c2)cc1 | -5.1 | 0.9 | 0.9 | -6.6 | -0.4 | -1.9 | -3.0 | -0.1 | 2.7 | -0.1 |
| CCOC(=O)CNC(=S)N(Cc1ccc(C)cc1)Cc1ccc(C)o1 | 15.6 | 1 | 1 | 2.5 | -0.5 | -7.3 | -3.7 | -2.9 | 1.0 | -0.3 |
| Cc1cccc(C)c1NC(=O)N1CCC(n2c(=O)[nH]c3ccccc32)CC1 | -7.2 | 0.9 | 1 | x | -0.2 | -7.6 | -4.0 | -8.1 | 2.8 | -1.2 |
| CC(C)=NOCc1ccc(-c2cn([C@@H]3COC[C@H]3O)nn2)cc1 | -5.8 | 1.1 | 1 | -0.4 | 0.2 | -11.5 | -3.2 | 7.1 | 2.7 | 0.4 |
| CCOc1ccccc1C(=O)NCCCCCC(=O)O | -3.3 | 1 | 1 | x | 0.4 | -14.6 | -5.7 | -0.4 | 1.8 | -1.8 |
| Cc1ccc(NC(=O)C(=O)NCc2ccc(/C=N/NC(=O)c3c(C)nc4cc(C)ccn34)o2)cc1 | -2.4 | 0.9 | 0.8 | 3.7 | -0.4 | -36.6 | 2.7 | -15.5 | 0.8 | 0.6 |
| CCC1C(=O)N(c2nc(C)cc(C)n2)N=C1C (stereo unspecified) | 1.0 | 1 | 1 | x | -0.1 | -4.8 | -3.8 | -1.8 | 4.2 | -0.1 |
| O=C(Nc1cccc(N=Cc2cc(Cl)cc(Br)c2O)c1)c1ccco1 | 27.1 | 0.6 | 0.9 | -6.8 | -0.3 | 21.2 | -1.3 | -0.2 | -0.9 | 0.8 |
| COC(=O)c1nn(-c2ccccc2)c(=O)cc1Oc1ccc(Cl)cc1 | -4.8 | 1.1 | 1.2 | x | -0.1 | -3.6 | -5.5 | -4.4 | 3.7 | -6.4 |
| CC1CCC(NC(=O)Cn2c(=O)[nH]c3ccsc3c2=O)CC1 (stereo unspecified) | -0.7 | 1 | 1.1 | x | -0.2 | 0.1 | -2.1 | -9.4 | 2.8 | -1.5 |
| Clc1ccccc1OCc1nc(-c2ccccn2)no1 | -4.0 | 0.9 | 0.9 | 16.1 | 0.3 | -10.1 | -3.6 | -0.7 | -0.1 | 0.1 |
| O=C(O)CC/C(=N\NC(=O)c1ccccc1Br)c1ccccc1 | -8.9 | 1.1 | 1.1 | 5.5 | -0.2 | -8.0 | -5.8 | 3.4 | -0.1 | -0.6 |
| O=C(Nc1ccccc1O)c1ccc(Cl)cc1 | -4.0 | 1 | 1 | -9.9 | 0.4 | -7.5 | 2.5 | -4.5 | -0.1 | -0.2 |
| O=c1c2sccc2nc(SCc2cc(=O)n3ccccc3n2)n1Cc1ccccn1 | 14.6 | 1 | 1.1 | -12.4 | -0.1 | -10.7 | 4.6 | 0.3 | 2.2 | -0.1 |
| COc1ccc(-n2c(=O)c3ccccc3n(CC(=O)Nc3cccc(OC)c3)c2=O)cc1 | 13.4 | 1 | 0.9 | -9.0 | -0.1 | -7.9 | 0.0 | 3.7 | 3.2 | -1.1 |
| COCCn1c(C)cc(C(=O)CSc2nc3ccccc3c(=O)[nH]2)c1C | 0.7 | 0.8 | 0.8 | 11.0 | -0.2 | -9.0 | -3.9 | -6.3 | -1.1 | 1.4 |
| CCOC(=O)c1cc(C)sc1NC(=S)Nc1ccccc1 | -6.2 | 0.9 | 0.8 | x | -0.2 | 0.4 | -0.3 | -8.4 | 6.2 | 0.0 |
| NNC(=S)NCCc1ccccc1 | -1.3 | 1.1 | 1 | 2.4 | -0.3 | -4.6 | -0.9 | -4.2 | 0.6 | -0.3 |
| COCCCNC(=S)N1CCC(NC(=O)Nc2ccc(C)cc2)CC1 | -4.1 | 0.9 | 0.9 | -9.0 | 0.0 | -10.2 | -4.0 | -4.8 | -0.1 | -0.8 |
| CC(C)(Oc1ccc(Cl)cc1)C(=O)NCc1ccc(S(N)(=O)=O)cc1 | 0.5 | 1 | 1 | -10.8 | -0.1 | -15.2 | -3.7 | -1.3 | 2.5 | -0.2 |
| c1ccc2c(c1)nc(N1CCOCC1)c1nnnn12 | -6.8 | 1 | 0.9 | -33.1 | -0.2 | 1.1 | 0.5 | -0.8 | 4.4 | -2.6 |
| CC(Sc1nc2c(cc1C#N)CCCCC2)C(=O)O (stereo unspecified) | -3.9 | 1 | 1 | -17.4 | -0.2 | -8.7 | -1.2 | -7.1 | 1.5 | 0.9 |
| CC(=O)c1ccc(N2CCN(C(=O)CCCn3c(=O)[nH]c4ccc(Br)cc4c3=O)CC2)cc1 | 21.0 | 0.9 | 0.9 | -7.4 | -0.2 | -4.8 | 3.4 | -9.4 | 5.2 | 3.6 |
| CC1CN(c2nn3c(=O)c4ccccc4nc3c3ccccc23)CC(C)O1 (stereo unspecified) | 33.5 | 0.8 | 0.8 | 15.7 | 0.1 | -2.1 | 2.0 | -3.3 | 2.4 | 3.4 |
| COc1ccc(N2CCN(C(=O)NC34CC5CC(CC(C5)C3)C4)CC2)cc1 | 14.7 | 1.1 | 1.1 | x | -0.2 | 0.9 | -5.2 | 1.4 | 2.3 | 4.4 |
| CSc1nc(-c2ccccc2)cc(C(F)(F)F)c1C#N | -0.6 | 1 | 1 | -1.3 | -0.4 | 3.8 | -0.2 | -0.4 | 4.9 | -0.4 |
| O=C(OCC(=O)N1CCc2ccccc21)c1cccnc1Cl | -5.5 | 1 | 1 | x | -0.2 | -11.9 | -4.5 | -4.6 | 3.4 | 2.0 |
| Cc1ccc2oc(-c3ccc(NC(=O)c4ccncc4)cc3O)nc2c1 | -6.3 | 0.9 | 0.9 | -21.3 | 0.1 | -17.6 | -1.0 | -3.0 | 5.7 | -1.1 |
| CC1C(=O)NN=C1C(=O)N/N=C\C(Br)=C\c1ccccc1 (stereo unspecified) | 5.5 | 1.1 | 1.1 | 1.2 | -0.3 | -63.4 | -1.5 | 0.6 | 4.6 | 0.1 |
| O=S(=O)(NCc1ccco1)N1CCCCCC1 | -1.5 | 0.9 | 0.9 | -20.3 | -0.1 | -13.1 | -3.1 | -2.5 | 2.5 | -0.5 |
| O=C(CCc1nnc(Cc2ccc(-c3ccccc3)cc2)o1)N1CCCC1 | 1.4 | 1 | 1 | -26.3 | -0.1 | -3.3 | -5.9 | 1.2 | 0.9 | -1.3 |
| Cc1ccc(-n2nc3c([n+]2[O-])CCc2nonc2-3)cc1 | -4.0 | 1 | 0.9 | 1.0 | -0.2 | -5.6 | 0.2 | -8.5 | 0.0 | -1.4 |
| O=C(NCc1cccnc1)c1cc(-c2cccs2)on1 | -6.0 | 1 | 1 | -8.2 | 0.6 | -11.0 | -3.3 | -0.2 | 0.1 | -0.4 |
| Cc1cc(C(=O)CN2C(=O)CN(C)C2=O)c(C)n1-c1cccc(S(=O)(=O)N2CCOCC2)c1 | -5.8 | 1.1 | 1.1 | 4.8 | -0.2 | 2.7 | 1.0 | 0.1 | -0.5 | -0.1 |
| CCCCCCCC(=O)Nc1ccc(S(=O)(=O)Nc2nccs2)cc1 | -3.1 | 0.9 | 1 | -22.6 | -0.1 | -5.3 | -5.0 | -4.2 | 2.2 | -1.0 |
| CCCN(CCC)CCCNC(=O)c1cc2cc3ccc(OC)cc3nc2o1 | 96.3* | 1 | 0.9 | 9.8 | 0.0 | -3.4 | -4.6 | 3.2 | -0.3 | -0.2 |
| COc1ccc(C(=O)CC(=O)C(=O)Nc2cc(Cl)c(OC)cc2OC)cc1 | 2.6 | 0.9 | 1 | -3.0 | 0.0 | -3.6 | -3.9 | -2.2 | 1.9 | -2.5 |
| Cc1c(-c2ccc(F)cc2)nc(N)c(C#N)c1-c1cccs1 | -2.1 | 1 | 1 | x | -0.2 | -12.5 | -7.1 | -12.2 | 5.5 | -0.5 |
| COc1cc(-n2c(=O)c3ccccc3n(Cc3cccc(F)c3)c2=O)cc(OC)c1OC | 4.4 | 1 | 0.9 | 7.1 | -0.1 | -6.3 | -0.9 | -0.3 | 1.9 | 0.4 |
| CCOc1cccc(OCCCOc2ccccc2)c1 | -3.7 | 1 | 1 | x | -0.4 | -13.2 | -1.7 | -1.8 | 1.8 | 0.2 |
| CCc1cccc(CC)c1NC(=S)N(CCN(C)C)C(C)c1cccnc1 (stereo unspecified) | 11.6 | 1 | 1.1 | -3.4 | 0.2 | -5.8 | -1.0 | -1.3 | -0.6 | -0.4 |
| Cc1cc(C(=O)OCn2nnc3ccccc3c2=O)c(C)n1-c1ccccc1 | -3.7 | 1.1 | 1.1 | 4.2 | -0.1 | -5.1 | 3.6 | -3.9 | 2.8 | 3.9 |
| CCc1ccc(N2CC34C=CC(O3)C(C(=O)OC(C)C)C4C2=O)cc1 (stereo unspecified) | 0.9 | 0.9 | 1 | x | -0.2 | -9.9 | -2.7 | -9.4 | -0.1 | 0.0 |
| COCCNC(=O)COc1ccc(Nc2ccccc2)cc1 | -4.5 | 0.9 | 1 | x | -0.1 | -8.8 | -1.4 | -2.3 | -0.8 | -0.4 |
| CNC(=O)c1ccccc1NC(=O)c1ccc(C)c(S(=O)(=O)N2CCCCC2)c1 | 15.1 | 0.9 | 0.8 | 31.6 | -0.6 | -5.6 | -1.5 | -0.4 | 1.5 | 0.5 |
| Cc1cc2ncn(N)c2cc1C | -3.4 | 0.9 | 0.9 | -5.8 | -0.4 | -11.2 | -6.7 | 3.1 | 0.9 | 4.0 |
| CCC(C(=O)NC(C)CCc1ccco1)n1nc(C)n2c(cc3occc32)c1=O (stereo unspecified) | -0.7 | 1 | 1 | -17.9 | -0.2 | -5.9 | -2.5 | 0.9 | 0.7 | -2.1 |

Record cards, as listed above. Screens in order: Lmaj promast | PMI act hi M6P | PMI act | S1P3 antagonist | Hsp70 act | TNAP inh noacc | TNAP inh hiacc | HMGR II inh | RAM network inh | Redox H2O2 prof
COc1cc(-n2c(=O)c3ccccc3n(Cc3cccc(F)c3)c2=O)cc(OC)c1OC is entered as 4.4 | 1 | 0.9 | 7.1 | -0.1 | -6.3 | -0.9 | -0.3 | 1.9 | 0.4
Cc1cc(C(=O)CN2C(=O)CN(C)C2=O)c(C)n1-c1cccc(S(=O)(=O)N2CCOCC2)c1 is entered as -5.8 | 1.1 | 1.1 | 4.8 | -0.2 | 2.7 | 1.0 | 0.1 | -0.5 | -0.1
CCOc1cccc(OCCCOc2ccccc2)c1 is entered as -3.7 | 1 | 1 | x | -0.4 | -13.2 | -1.7 | -1.8 | 1.8 | 0.2
CCc1cccc(CC)c1NC(=S)N(CCN(C)C)C(C)c1cccnc1 (stereo unspecified) is entered as 11.6 | 1 | 1.1 | -3.4 | 0.2 | -5.8 | -1.0 | -1.3 | -0.6 | -0.4
